NR5A2 inv ag: suppresses constitutive activity of human LRH-1; AID 602396; 360,000 compounds, 0.13% hits; inhibition, % at 3.6 µM; HEK293T StAR-luciferase reporter, LRH-1 transfected, 24 h; O00482;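 active = inhibition above the mean inhibition of all tested compounds plus 3 SD, cut at about 73% in these data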;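 note: 0% = DMSO wells and 100% = reporter-only cells lacking LRH-1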
Target sequence (O00482 whole entry, looked up): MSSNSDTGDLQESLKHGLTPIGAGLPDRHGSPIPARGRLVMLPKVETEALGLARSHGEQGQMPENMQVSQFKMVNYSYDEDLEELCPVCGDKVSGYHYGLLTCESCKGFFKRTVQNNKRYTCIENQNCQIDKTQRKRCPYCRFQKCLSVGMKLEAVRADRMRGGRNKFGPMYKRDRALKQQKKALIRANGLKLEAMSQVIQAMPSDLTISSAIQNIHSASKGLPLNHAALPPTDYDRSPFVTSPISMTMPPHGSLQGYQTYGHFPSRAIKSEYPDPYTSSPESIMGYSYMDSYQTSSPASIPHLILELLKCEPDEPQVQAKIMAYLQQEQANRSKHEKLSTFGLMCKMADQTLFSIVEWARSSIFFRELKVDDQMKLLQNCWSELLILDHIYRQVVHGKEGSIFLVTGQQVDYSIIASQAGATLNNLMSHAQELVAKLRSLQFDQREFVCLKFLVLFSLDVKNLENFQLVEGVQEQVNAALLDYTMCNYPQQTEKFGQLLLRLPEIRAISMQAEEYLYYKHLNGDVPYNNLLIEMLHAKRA
C8 TRAIL sens: sensitizes caspase-8 expressing cells to TRAIL. inhibition (viability loss, TRAIL sensitization), % at 10 µM. NB7+C8 cells + TRAIL, ATPlite viability luminescence. 360,000 compounds, 1% hits;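 active = compounds causing at least 50% loss of cell viability in the single-dose screen, relative to plate controls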
TWEAK Fn14 block: TWEAK-Fn14 signaling inhibition; TWEAK-stimulated Fn14 reporter cells, luciferase luminescence, 8 h; inhibition, % at 10 µM; 360,000 compounds, 2% hits; in the data active = inhibition above about 50%
TLR9-MyD88 inh: inhibitors of human TLR9-MyD88 binding; Q9NR96+Q99836; CHO BLA complementation TLR9-MyD88, CCF4 FRET ratio; inhibition, % at 4.98 µM; 340,000 compounds, 0.21% hits; AID 504734;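 active = inhibition above the mean over all tested compounds plus 3 SD, cut at about 21% in these data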;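 note: 0% = DMSO only wells and 100% = clavulanate BLA inhibitor control wells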
NOD2-RIPK2 inh: blocks binding of human NOD2 to RIPK2. O43353. inhibition, % at 4.98 µM. CHO BLA complementation NOD2-RIPK2, CCF4 ratio. 360,000 compounds, 0.38% hits; in the data active = inhibition above about 21%;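 note: 0% = vehicle only and 100% = reference blocker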
Target sequence (O43353 whole entry, looked up): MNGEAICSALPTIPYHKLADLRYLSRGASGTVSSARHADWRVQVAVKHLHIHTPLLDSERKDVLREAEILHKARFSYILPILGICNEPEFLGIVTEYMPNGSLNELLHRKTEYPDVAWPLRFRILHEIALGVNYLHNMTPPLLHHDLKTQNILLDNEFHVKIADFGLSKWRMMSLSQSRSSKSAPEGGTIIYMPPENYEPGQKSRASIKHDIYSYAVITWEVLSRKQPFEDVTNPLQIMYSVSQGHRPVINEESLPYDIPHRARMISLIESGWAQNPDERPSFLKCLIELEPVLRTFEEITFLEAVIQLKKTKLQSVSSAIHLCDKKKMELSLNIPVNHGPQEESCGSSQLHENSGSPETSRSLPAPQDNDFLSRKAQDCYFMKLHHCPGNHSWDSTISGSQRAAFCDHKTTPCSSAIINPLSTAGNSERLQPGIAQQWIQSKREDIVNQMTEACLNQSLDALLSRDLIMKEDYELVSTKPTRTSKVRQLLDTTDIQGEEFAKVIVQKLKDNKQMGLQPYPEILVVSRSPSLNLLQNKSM
NR2F2 inh: NR2F2 (human) inhibition, primary screen; P24468; HEK293T NGFI-A luciferase reporter, luminescence; inhibition, % at 8.6 µM; 370,000 compounds, 0.7% hits; AID 686940;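 active = inhibition above a per-plate cutoff, mean inhibition of test wells between control levels plus 3 SD, cut at about 38% in these data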;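 note: cells cotransfected with COUP-TFII expression vector driving the NGFI-A reporter; 0% = median of COUP-TF2 test wells and 100% = reporter-only cells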
TROY signal inh: inhibitors of TROY-dependent NF-kB signaling; Q293 LMP1-TROYcd NF-kB luciferase reporter, 4 h; inhibition, % at 10 µM; 360,000 compounds, 0.98% hits;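 active = compounds whose plate-normalised and pattern-corrected inhibition of the luciferase reporter signal at the single screening dose is 50% or more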
SRC2 inh: human SRC2 (NCOA2) inhibition; 370,000 compounds, 0.17% hits; inhibition, % at 9 µM; HEK293 GAL4-SRC2 luciferase reporter, luminescence; Q15596;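 active = inhibition above the mean inhibition of all tested compounds plus 3 SD, set per campaign, cut at about 52% in these data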;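 note: 0% = DMSO treated cells and 100% = cells given Gossypol at 36 µM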
NCOA3 inh: human NCOA3 inhibition; AID 588352; 360,000 compounds, 0.17% hits; inhibition, % at 3.6 µM; HEK293 GAL4-SRC3 luciferase reporter, luminescence;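 active = inhibition above a per-campaign cutoff, the mean of all compounds plus 3 SD, cut at about 60% in these data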;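 note: 0% = DMSO-treated cells and 100% = gossypol-treated cells at 36 µM; higher means less SRC3-driven luciferase light from the GAL4 reporter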
EBV LMP1 NFkB: inhibitors of Epstein-Barr LMP1-induced NF-kappaB reporter; LMP1-induced NF-kappaB luciferase reporter cells, luminescence; inhibition, % at 12.5 µM; 350,000 compounds, 0.69% hits; AID 504558; in the data active = inhibition above about 41%;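 note: 0% = neutral control wells and 100% = reference inhibitor control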
NCOA1 inh: inhibitors of human steroid receptor coactivator 1 (SRC1). HEK293 GAL4-SRC1 luciferase reporter, luminescence. inhibition, % at 3.6 µM. Q15788. 360,000 compounds, 0.12% hits;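 active = inhibition above the campaign mean plus 3 SD, with each screening campaign given its own cutoff, cut at about 60% in these data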;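 note: 0% = DMSO treated cells and 100% = gossypol at 36 µM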
Starred values were filed as active, the others as inactive; . = not tested or not shown. Only part of the results is shown. The share of hits here may be higher or lower than overall.

SMILES	NR5A2 inv ag	C8 TRAIL sens	TWEAK Fn14 block	TLR9-MyD88 inh	NOD2-RIPK2 inh	NR2F2 inh	TROY signal inh	SRC2 inh	NCOA3 inh	EBV LMP1 NFkB	NCOA1 inh
COc1ccc(CCNC(=O)CCn2c(SCC(=O)N3CCCC3)nc3ccccc3c2=O)cc1OC	11	-8	-1	3	-7	12	2	20	7	-1	-21
N#CCC(=O)Nc1ccc(C(=O)OCC(=O)Nc2cccc3ccccc23)cc1	4	-22	-24	-2	-47	3	-15	2	18	-2	-1
COCC1CCCN(Cc2cn(-c3ccccc3F)nc2-c2cc(C)sc2C)C1 (stereo unspecified)	-9	17	-17	-7	9	4	-11	0	-7	-4	-14
COc1ccc(OC)c(-c2nn(-c3ccccc3)cc2C(=O)NCC2CCCO2)c1 (stereo unspecified)	15	-10	-2	4	10	19	20	0	-6	-8	0
COc1cc(C(=O)OCC(=O)NCc2ccccc2)cc(NC(=O)c2ccco2)c1OC	-3	-12	-32	-2	-10	-5	-12	-5	7	3	-2
CC(NC(=O)COc1ccccc1-c1ccccc1)c1ccccc1 (stereo unspecified)	-12	-1	2	3	-11	6	4	-5	7	4	15
COc1ccc(OC(C)C(=O)N(C)Cc2nc(-c3cccc(C)c3)no2)cc1 (stereo unspecified)	15	-13	16	1	8	17	23	3	-8	-1	-4
Cc1[nH]n(-c2ccccc2)c(=O)c1/C=N/Nc1nncc(-c2ccccc2)n1	1	58*	-2	-7	7	-17	10	28	55	69*	24
COc1ccc(CN2C3CCCC2CC(NC(=O)Nc2cccc(C)c2)C3)cc1 (stereo unspecified)	-20	0	5	4	11	1	1	9	-13	5	-18
O=C(Cc1cccc(NC(=O)C2CCCN(C(=O)C3CC3)C2)c1)Nc1ccc(C(=O)N2CCCCC2)cc1 (stereo unspecified)	-3	7	-10	5	1	-6	-9	-7	-8	-3	-4
CCCCOc1ccccc1NC(=O)c1ccc(=O)[nH]c1	19	-10	2	0	-3	-10	17	-3	8	3	-6
C/C(=N\NC(=O)c1nnn(-c2nonc2N)c1COc1ccc(F)cc1)c1ccc(Cl)cc1	19	28	-11	7	-8	8	3	-2	7	6	18
CCCc1cc(=O)[nH]c(SCc2cccc(C)c2)n1	6	-9	3	1	1	3	14	17	0	-14	1
Cc1ccc(C(=O)NCc2ccc(F)cc2)cc1NC1=NC2CS(=O)(=O)CC2S1 (stereo unspecified)	-1	9	11	-1	1	5	-10	5	-1	-10	-14
CN1CCN(c2nc3ccccn3c(=O)c2/C=C(\C#N)S(=O)(=O)c2ccccc2)CC1	4	-5	-10	-11	-4	-11	-6	-6	4	-6	-37
Cn1c(CSCc2ccccc2Cl)nnc1SCC(=O)Nc1nccs1	-4	3	16	-6	3	6	-8	-7	-5	1	-27
Nc1ccccc1Oc1ccc2ccccc2c1	11	12	-7	4	-15	-7	-39	1	-40	-5	-1
C=C(C)CCC(C)N1CCC(n2nccc2NC(=O)CCOc2ccccc2)CC1 (stereo unspecified)	1	-6	0	-21	0	-14	-16	-2	10	-7	-33
Cc1ccc(-n2c(SCC(=O)N3CCOCC3)nnc2-c2ccncc2)cc1C	-4	-21	1	-1	0	12	18	11	-8	-5	-21
O=C(NCCCn1ccnc1)/C(=C/c1ccc(F)cc1)NC(=O)c1ccccc1	0	3	19	8	12	4	-8	-29	13	0	4
Cc1cc(NN)nc2ccc(Cl)cc12	7	-8	-6	10	-1	-20	-3	-20	16	-4	16
CC(C)c1onc(C(=O)Nc2sc3c(c2C#N)CCC3)c1[N+](=O)[O-]	4	8	1	-3	-9	6	8	17	11	1	-2
CCOC(=O)N1CCN(C(=O)CN(c2ccccc2)S(C)(=O)=O)CC1	11	-4	-23	-8	1	6	1	-25	9	-4	5
Cc1ccc(-c2ccc(/C=N/O)o2)cc1[N+](=O)[O-]	-18	-6	-45	1	-12	-18	-88	-10	-13	0	-27
Cc1cccc(C)c1OCCCCN1CCCCC1	5	9	-12	11	-5	13	-4	-25	-11	1	5

Some of the entries so far, with two lines to a compound.
Every second line gives: NR5A2 inv ag, C8 TRAIL sens, TWEAK Fn14 block, TLR9-MyD88 inh, NOD2-RIPK2 inh, NR2F2 inh, TROY signal inh, SRC2 inh, NCOA3 inh, EBV LMP1 NFkB, NCOA1 inh
- CCOC(=O)N1CCN(C(=O)CN(c2ccccc2)S(C)(=O)=O)CC1
→ 11, -4, -23, -8, 1, 6, 1, -25, 9, -4, 5
- Cc1ccc(-c2ccc(/C=N/O)o2)cc1[N+](=O)[O-]
→ -18, -6, -45, 1, -12, -18, -88, -10, -13, 0, -27

More results
SMILES	NR5A2 inv ag	C8 TRAIL sens	TWEAK Fn14 block	TLR9-MyD88 inh	NOD2-RIPK2 inh	NR2F2 inh	TROY signal inh	SRC2 inh	NCOA3 inh	EBV LMP1 NFkB	NCOA1 inh
CCCCN(C(=O)c1cc(CC)c(C)s1)c1c(N)n(CCC)c(=O)[nH]c1=O	10	13	-8	-8	2	-9	4	-22	-1	-3	-6
OCCC#Cc1ccc(CN2CCN(C3CCCCC3)C(CCO)C2)cc1 (stereo unspecified)	22	-1	8	5	-7	-4	-3	21	13	4	10
COCCCNC(=O)CSc1ccsc1[N+](=O)[O-]	3	2	18	7	-11	10	-3	22	12	5	-3
Cc1c(C)n(C(=O)CN2CCN(c3ccccn3)CC2)c2ccccc12	-1	-4	3	0	-10	7	-2	-14	5	20	10
CCOC(=O)[C@]12CCC=C1N(Cc1ccco1)C(=O)[C@H](CC(=O)NCc1ccc(C)o1)C2	-16	-16	7	.	6	10	0	-9	.	.	.
CCOC(=O)c1c(-c2cccs2)csc1NC(=O)c1ccncc1	3	4	27	-2	0	-9	17	10	12	-9	-7
COc1ccc(OC)c(NC(=O)c2cc(-c3cc(C)cc(C)c3O)n[nH]2)c1	11	-4	-26	-2	1	-10	-11	-12	2	-6	-3
Cc1cc(C)n(-c2nc3c(c(=O)n(C)c(=O)n3C)n2Cc2cccc(Br)c2)n1	-6	12	1	10	-3	-10	22	-68	-1	-7	-2
CCc1[nH]nc(C(=O)NC2CCCN(Cc3ccccc3F)C2)c1C (stereo unspecified)	-6	10	-5	4	-10	0	2	10	5	6	11
COc1ccc(C2C=C(c3ccc(C)c(C)c3)Nc3ncnn32)c(OC)c1OC (stereo unspecified)	5	14	6	12	19	3	10	-11	-2	0	-11
O=C(NC1CCCC1)C1C(c2ccc(C(F)(F)F)cc2)=Nc2ccccc2N1C(=O)c1cccc(C(F)(F)F)c1 (stereo unspecified)	11	12	.	.	-11	12	.	-20	.	.	.
COC(=O)C(C#N)(CCC(=O)c1ccccc1)CCC(=O)c1ccccc1	3	5	-3	.	2	-1	19	-15	1	.	4
Cc1cc2n(n1)C(c1cn(-c3ccccc3)nc1C)Nc1ccccc1-2 (stereo unspecified)	12	-3	6	-2	-2	0	-2	-15	-2	-1	-10
Cc1ccc(N2CC(C(=O)NCCc3ccc(S(N)(=O)=O)cc3)CC2=O)cc1 (stereo unspecified)	17	-6	11	7	-15	-1	-3	-3	-25	-3	-18
CC1CCCC(C)N1CC(O)COc1c(F)cc(Br)cc1F (stereo unspecified)	-12	9	6	-3	-11	-10	-7	-5	-11	-8	10
CCN(CC)S(=O)(=O)c1cccc(C(=O)NCCCN2CCOCC2)c1	-4	-3	19	-7	-5	-3	8	-10	16	2	1
COc1nc(C)nc2c1sc(=S)n2C	6	-7	-11	0	4	7	-11	-5	21	5	9
Cc1ccc(C(=O)Nc2ccc3nc(C)sc3c2)s1	-162	16	-15	0	4	-27	-66	-46	-107	-38	-85
O=C(c1ccc(Cl)nc1)N1CCN(S(=O)(=O)c2ccc3c(c2)OCCO3)CC1	-13	5	7	-5	-1	29	6	19	7	3	10
CC(C)CCN1CCN(C2CSCCSC2)CC1CCO (stereo unspecified)	-2	-8	1	0	-5	12	13	-7	24	4	-4
CCOc1ccccc1NC(=O)N1CCCC(c2nc3c(nnn3Cc3ccc(C)cc3)c(=O)[nH]2)C1 (stereo unspecified)	2	-2	-6	-7	-16	8	4	-15	24	6	20
Cc1cc(C)c(C#N)c(SCc2nc3ccccc3c(=O)[nH]2)n1	-91	77*	-11	1	-8	-15	32	-55	-81	13	-78
O=C(CN1CCN(CC(=O)Nc2ccc3c(c2)OC2(CCCCC2)O3)CC1)Nc1cccc(F)c1	4	-3	27	0	-8	-2	14	-11	8	0	-11
CCOC(=O)C1CCCN(c2c(NCCCN(CC)c3ccccc3)c(=O)c2=O)C1 (stereo unspecified)	6	2	3	-6	-14	2	-13	-15	8	-3	-6
Cc1cccc(C(=O)Nc2nnc(-c3ccc(C(C)(C)C)cc3)s2)c1	-23	20	-13	6	-1	-23	-26	-36	-2	-37	-28
Carrying on.
SMILES	NR5A2 inv ag	C8 TRAIL sens	TWEAK Fn14 block	TLR9-MyD88 inh	NOD2-RIPK2 inh	NR2F2 inh	TROY signal inh	SRC2 inh	NCOA3 inh	EBV LMP1 NFkB	NCOA1 inh
O=C1CSC(=O)N1CCOCCN1C(=O)CSC1=O	-21	0	-4	0	-4	-10	-11	11	-2	0	4
COc1cccc2c3c(c(=O)[nH]c12)CC(C)(C)O3	4	10	-6	.	-19	-19	-22	-44	-16	.	2
Cc1cccnc1NC(=O)CCc1nnc2ccc(NCc3ccco3)nn12	-12	-8	33	-6	-32	3	0	-19	10	-2	-6
O=[N+]([O-])c1ccc(Cl)cc1N/N=C/c1ccncc1	-6	-2	-33	-3	4	-10	4	-39	6	10	19
O=C(N/N=C/c1ccc(N2CCOCC2)o1)c1cccc(C(F)(F)F)c1	-1	-10	-5	-2	7	-1	-1	16	17	-9	-10
Cc1c(C(=O)NCc2ccc(F)cc2)sc(=O)n1Cc1ccc(C(=O)c2ccccc2)cc1	-22	-5	27	.	-16	-19	17	-15	-10	.	-17
COc1ccc(CCNC(=O)c2cc3c(=O)n(C)c4ccccc4c3n2C)c(OC)c1	1	3	12	-2	0	-22	5	7	2	-14	1
COc1ccc(S(=O)(=O)N2CCC(C(=O)NCc3cccnc3)CC2)cc1C	-1	0	-10	7	2	-7	17	-17	-13	-8	4
CCOc1ccc(Br)cc1S(=O)(=O)NCC(c1ccc(OC)cc1)N1CCOCC1 (stereo unspecified)	-9	11	4	-4	-6	1	-12	-15	3	-6	-6
CCCCCOc1ccc(/C(C)=N/NC2=NCCN2)cc1	-9	18	-13	-8	3	-9	-35	-14	-4	0	2
C=CCN(CC=C)C(=O)C1CCN(S(=O)(=O)c2ccc(N3CCCC3=O)cc2)CC1	-2	6	3	0	-6	3	3	17	10	-2	-7
OCC1OC(n2cnc3c(N4CCCCC4)ncnc32)C(O)C1O (stereo unspecified)	-17	5	11	-17	12	10	10	2	9	-6	-9
O=C(Nc1cc(C(F)(F)F)ccc1-n1cncn1)c1ccc(F)cc1Cl	3	7	8	1	-3	-5	2	20	3	-1	0
O=C(Nc1cccc(O)c1)c1ccc(C(F)(F)F)cc1	-91	34	-36	-19	7	-30	-53	-28	-64	2	-48
Cc1cc(C(C#N)c2ccc(Cl)cc2)c(Cl)cc1NC(=O)c1cc(I)cc(I)c1O (stereo unspecified)	-5	8	24	2	-8	7	70*	17	-36	6	-12
CCOc1ccc(C(O)Cc2nc3ccccc3n2C)cc1 (stereo unspecified)	-63	2	10	-6	-5	-26	46	-57	-46	-24	-12
Cc1cc(C)nc(NS(=O)(=O)c2ccc(NC(=O)Cc3ccccc3)cc2)n1	-3	2	-40	-5	-1	-17	1	2	19	-3	3

Compound activity: PubChem, several laboratories
